Source: PubChem (National Center for Advancing Translational Sciences (NCATS))
D3 ag: activates the human D3 dopamine receptor. P35462. D3R DiscoveRx beta-arrestin cells, luminescence, 90 min. max activation, %. actives 0.58% (n = 410,000). AID 652048; in the data active means max activation above about 30%; further: 0% is about no effect; mostly tested at two doses, the higher about 12 µM
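Agonist-mode cell screen: cells plated at 1500/well and incubated overnight at 37 °C, then exposed to library compounds for 90 min at 37 °C. Detection reagent was added for 30–60 min at room temperature, and luminescence was read.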
DRD3 antagonist: blocks the human D3 dopamine receptor; D3R cells, DiscoveRx beta-arrestin luminescence, antagonist mode; hits give low values; AID 652054; actives 2.5% (n = 360,000); max response, negative = inhibition, %; in the data active means max response below about -50%; inconclusive means no clear call, values can overlap the other calls; further: on the % scale 0 is the no-effect control and ±100 the full control effect; mostly tested at two doses, the higher about 12 µM
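Cells expressing the human receptor were seeded at 1500 cells/well, incubated overnight at 37 degrees C in 5% CO2, then exposed to library compounds with dopamine controls for 90 minutes at 37 degrees C before luminescent detection.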
GLP1R inv ag: GLP-1 receptor (human) inverse agonism | Potency, µM (highest dose often 38.3 µM), without a hit: at the top dose activity change, negative = inhibition, usual class: inhibitors | P43220 | HEK293 GLP-1R CRE-luciferase, luminescence, 24 h; GLP-1R form is constitutively active | actives 1.6% (n = 410,000); further: potency means the concentration at half of the fitted maximal effect; on the % scale 0 is the no-effect control and ±100 the full control effect; nearly all actives have a fitted effect of over 55% in size
Target sequence (P43220 whole entry, looked up): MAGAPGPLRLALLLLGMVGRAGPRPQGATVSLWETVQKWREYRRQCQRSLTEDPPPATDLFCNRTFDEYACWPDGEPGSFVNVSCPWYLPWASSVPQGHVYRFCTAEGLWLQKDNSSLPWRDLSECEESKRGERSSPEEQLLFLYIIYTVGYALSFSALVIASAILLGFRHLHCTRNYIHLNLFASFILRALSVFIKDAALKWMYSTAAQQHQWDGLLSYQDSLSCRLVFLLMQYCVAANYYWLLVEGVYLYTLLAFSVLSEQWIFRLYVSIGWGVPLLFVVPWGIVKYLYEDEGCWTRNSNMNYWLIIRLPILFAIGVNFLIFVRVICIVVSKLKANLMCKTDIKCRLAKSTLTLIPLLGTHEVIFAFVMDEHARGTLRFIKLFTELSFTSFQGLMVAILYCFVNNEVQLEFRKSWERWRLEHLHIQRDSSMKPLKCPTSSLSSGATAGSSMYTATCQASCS
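HEK293 cells stably co-expressing constitutively active GLP-1R and a cAMP-responsive luciferase reporter were seeded in DMEM with 10% Nu serum, given compounds after 12 h, and incubated 24 h at 37 deg C. Luminescence was then read.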
PLK1 PBD inh: blocks phosphopeptide binding to human PLK1 polo-box domain. P53350. Plk1 PBD binding of FITC phosphopeptide, fluorescence polarization. actives 2.8% (n = 360,000). AID 720504. Potency, µM, without a hit: max response, negative = inhibition, usual class: inhibitors; further: potency means the concentration at half of the fitted maximal effect; series mostly up to about 57 µM; on the % scale 0 is the no-effect control and ±100 the full control effect; nearly all actives have a fitted effect of over 65% in size
PI5P4K alpha inh: inhibitors of human PI5P4K alpha | P48426 | actives 1.2% (n = 330,000) | max response, % | PI5P4Kalpha enzyme, ADP-Glo luminescence, 60 min; hits give low values | AID 652105; active means max response of -50% or lower; inconclusive means between -30% and -50%; inactive means -30% or higher; further: value at the top dose of about 77 µM; on the % scale 0 is the no-effect control and ±100 the full control effect
Target sequence (P48426 whole entry, looked up): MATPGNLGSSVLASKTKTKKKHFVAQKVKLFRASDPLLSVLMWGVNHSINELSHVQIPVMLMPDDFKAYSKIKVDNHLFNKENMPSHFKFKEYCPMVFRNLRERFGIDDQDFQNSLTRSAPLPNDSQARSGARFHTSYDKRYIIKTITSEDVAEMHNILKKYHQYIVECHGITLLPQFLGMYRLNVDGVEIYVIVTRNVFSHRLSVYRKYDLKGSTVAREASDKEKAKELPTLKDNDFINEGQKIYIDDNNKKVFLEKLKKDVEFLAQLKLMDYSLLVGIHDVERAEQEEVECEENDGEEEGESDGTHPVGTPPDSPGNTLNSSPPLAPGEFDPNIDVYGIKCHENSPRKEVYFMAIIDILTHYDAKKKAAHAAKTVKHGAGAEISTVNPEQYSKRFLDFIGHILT
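Quantitative HTS of the MLSMR library against PI5P4Kalpha with substrate. ATP added last at 5 microM final; room temperature, 60 minutes. Remaining ATP depleted, ADP converted and read as luminescence.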
HEK293 tox: cytotoxicity counter-screen for GLP-1 receptor inverse agonists; actives 0.13% (n = 410,000); HEK293 cAMP-luciferase reporter cells, luminescence, 24 h; AID 624418; Potency, µM (titrated, usually from 38.3 µM), for inactives: at the top dose activity change, negative = inhibition, most hits filed as inhibitors;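 further: loss of luciferase light is scored as toxicity; potency means the concentration at half of the fitted maximal effect; on the % scale 0 is the no-effect control and ±100 the full control effect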
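Seeding density was 200 cells/uL; after overnight-length (12 h) culture, 23 nL compounds went on for 24 h at 37 °C. Readout used a luciferase detection reagent, luminescence taken after 12 min at room temperature.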
WRN inhibitor: blocks human WRN helicase. WRN helicase unwinding, fluorescent forked duplex, kinetic. actives 0.46% (n = 360,000). AID 651768. Potency, µM (titrated, usually from 114 µM), without a hit: top-dose activity change, negative = inhibition, most hits filed as inhibitors; further: potency means the concentration at half of the fitted maximal effect; on the % scale 0 is the no-effect control and ±100 the full control effect; nearly all actives have a fitted effect of over 55% in size
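Screening of the MLSMR collection measured strand separation of a quenched forked DNA duplex (100 nM) by 20 nM WRN with 2 mM ATP, all final. Compounds were preincubated with enzyme 15 min at room temperature.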
GLP1R ag: agonists of human GLP-1 receptor; P43220; HEK293 GLP-1R CRE-luciferase, luminescence, 4-6 h; cells express a hypersensitive GLP-1R form; Potency, µM (doses to about 45.6 µM), for inactives: at the highest dose activation, hits mostly activators; actives 0.007% (n = 380,000); AID 624172; further: potency means the concentration at half of the fitted maximal effect; % of control where 0% means no effect
IL2 activator: IL-2 activation; IL-2 activation reporter assay, cell-based qHTS; stimulated with anti-CD3/CD4/CD28 beads; in transgenic mouse T cells; activation, % (series mostly up to about 46 µM); actives 0.065% (n = 360,000); AID 652025; in the data active means activation above about 50%; inconclusive means mostly about 30% to 49%; further: 0% is about no effect
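First, unstimulated transgenic mouse T cells were exposed to compound for 60 min. Next, anti-CD3/anti-CD4-coated beads with anti-CD28 were added. Finally, after 18 h at 37 degrees C, EGFP and DsRed were imaged.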
Starred values were filed as active, the others as inactive; ? = inconclusive; / = not tested or not shown; & = joins results of further samples; [ ] = remark or other dose. Unless noted, the call rests on the fitted dose curve; in most records, active means well fitted curve in the direction sought with a large enough effect; inconclusive means small, poorly fitted or top-dose-only effect, or another doubt; inactive means no such curve, though single readings can be large; an effect the other way counts as inactive or inconclusive. The order is random; 7.8% or so of the library scored in one or more.

SMILES	D3 ag	DRD3 antagonist	GLP1R inv ag	PLK1 PBD inh	PI5P4K alpha inh	HEK293 tox	WRN inhibitor	GLP1R ag	IL2 activator
CNC(=S)N/N=C/C1=CCC2CC1C2(C)C (stereo not given)	0	-14	?	-20%	8	?	-1%	6%	-3.5
COc1cc(CN(CCc2c(C)[nH]c3ccc(C)cc23)C(=S)NC(C)(C)C)cc(OC)c1OC	1	21	?	-5%	-1	4%	-9%	-2%	-3.5
O=C(NNC(=O)c1cccc(Br)c1)C(=O)N1CCCCC1	2	24	2%	7%	-2	0%	7%	-3%	0.1
Cc1ccc(CNCC(=O)Nc2cccc(S(=O)(=O)NC3=NCCCCC3)c2)cc1	1	6	-1%	1%	0	1%	4%	-5%	-3.5
O=C1/C(=C/c2ccccc2)NC(=S)N1C(c1ccccc1)c1ccccc1	-7	-7	?	-2%	19	-28%	-8%	3%	0.2
Cn1nnnc1SCc1nnc(-c2ccc(Cl)cc2)o1	1	-4	29%	-4%	3	-10%	3%	4%	-1.4
CC(=O)Nc1cc(-c2ccc(C(=O)N3CCOCC3)cc2)cn2c(-c3ccc(S(C)(=O)=O)cc3)cnc12	7	7	18%	-28%	-4	3%	0%[57.1 µM]	13%	0.2
Cc1cccc(NC(=O)c2ccccc2NC(=O)C(C)(C)C)n1	-4	?	-23%	-20%	2	68%[activator]	-4%	1%	-1.4
COc1ccc(NC(=O)Nc2c(SC)nsc2SC)cc1	3	0	15%	?	-11	-4%	1%[57.1 µM]	6%	-0.1
CN(NC(=O)c1ccc(Cl)cc1)c1nc(-c2ccccc2)nnc1C(F)(F)F	4	1	?	-11%	0	?	0%	-22%	0.1
COc1cc(C=O)ccc1OCCCOc1ccccc1[N+](=O)[O-]	3	0	46%[activator]	2%	12	-10%	-9%	8%	-1.8
CC1(C)C2CCC1(CS(=O)(=O)Nc1ccc(S(=O)(=O)NC3CCCCC3)cc1)C(=O)C2 (stereo not given)	-5	-11	?	-14%	-5	?	5%	6%	0.4

Full records from above:
CC(=O)Nc1cc(-c2ccc(C(=O)N3CCOCC3)cc2)cn2c(-c3ccc(S(C)(=O)=O)cc3)cnc12 as listed: D3 ag: 7; DRD3 antagonist: 7; GLP1R inv ag: 18%; PLK1 PBD inh: -28%; PI5P4K alpha inh: -4; HEK293 tox: 3%; WRN inhibitor: 0%[57.1 µM]; GLP1R ag: 13%; IL2 activator: 0.2
COc1ccc(NC(=O)Nc2c(SC)nsc2SC)cc1 as listed: D3 ag: 3; DRD3 antagonist: 0; GLP1R inv ag: 15%; PLK1 PBD inh: ?; PI5P4K alpha inh: -11; HEK293 tox: -4%; WRN inhibitor: 1%[57.1 µM]; GLP1R ag: 6%; IL2 activator: -0.1

Other records:
SMILES	D3 ag	DRD3 antagonist	GLP1R inv ag	PLK1 PBD inh	PI5P4K alpha inh	HEK293 tox	WRN inhibitor	GLP1R ag	IL2 activator
CC(C)CN(C(=O)CC1CCCC1)c1c(N)n(Cc2ccccc2)c(=O)[nH]c1=O	3	-4	37%[activator]	-8%	9	4%	-13%	6%	-1.3
Cc1nc2sccn2c(=O)c1S(=O)(=O)N1CCN(c2ccccc2)CC1	0	13	17%	-6%	6	1%	-2%	-5%	-1.1
CCNC(=S)N1CCN(S(=O)(=O)c2ccc(C)cc2)CC1	2	-19	?	-8%	1	-1%	-5%	3%	-0.9
Cn1c(=O)c2[nH]c(-c3ccccc3Cl)c(O)c2n(C)c1=O	4	20	11%	-11%	-4	29%	9%	10%	7.6
O=C(Cn1c(NCCCO)nc2ccccc21)c1ccc(Cl)cc1Cl	-4	2	?	-2%	6	-22%	-3%	-9%	-0.4
Cc1cc(C)nc(N2CCN(C(=O)c3ccc(S(=O)(=O)N4CCCCCC4)cc3)CC2)n1	-9	-8	0%	-2%	-1	5%	3%	2%	-3.4
Cc1cc2nc(-c3cccc(Br)c3)c(Cc3ccccc3)n2c(C)c1Br	-19	?	?	-15%	-7	7%	-17%	1%	1.5
CCCCOC(=O)CSc1nnc(N)s1	-17	-20	2%	-10%	/	5%	-4%	-13%	-2.4
CC(SCC(=O)Nc1ccc(F)cc1)c1nc2ccccc2c(=O)[nH]1 (stereo not given)	2	7	2%	-22%	3	0%	-25%	-1%	-0.6
Cc1ccc(/C=N/n2c(-c3cccs3)n[nH]c2=S)cc1	-5	14	-5%	?	-2	-26%	-32%[57.1 µM]	-6%	-3.0
CC(C)(C)C(=O)O/N=C(\N)c1ccc([N+](=O)[O-])s1	0	-7	2%	-3%	3	3%	7%	3%	0.3
O=C(NCCc1ccccc1)C(=O)NCC1CCCN1S(=O)(=O)c1cccs1 (stereo not given)	-1	1	?	0%	-11	?	-13%	-6%	-0.6
O=C1CSC(c2nn(-c3ccccc3)cc2-c2cc3ccccc3oc2=O)N1Cc1ccco1 (stereo not given)	-11	-21	?	-7%	/	4%	-5%[57.1 µM]	9%	-2.3
COC(=O)c1ccc(CN2C(=O)NC(Cc3c[nH]c4ccccc34)C2=O)cc1 (stereo not given)	5	-1	-1%	-8%	1	-11%	11%	3%	-5.3
COc1ccc(OC)c(S(=O)(=O)NC(C)c2ccc(-n3ccnc3)cc2)c1 (stereo not given)	2	11	9%	-3%	6	-5%	-1%	10%	0.2
O=C(c1ccc(CS(=O)(=O)c2c(Cl)cccc2Cl)o1)N1CCN(c2ccccn2)CC1	2	11	6%	-11%	5	-22%	-9%	2%	-2.1
COCCN(C(=O)COC(=O)/C=C/c1ccco1)c1c(N)n(Cc2ccccc2)c(=O)[nH]c1=O	1	13	14%	-6%	-9	6%	1%[11.6 µM]	3%	1.5
CCn1c(SCC(=O)Nc2ccc(C)cc2)nc(O)cc1=O	-4	12	-12%	-3%	-3	-13%	-6%	2%	-0.7
CCc1ccccc1NC(=O)CN1CCN(C(=O)CN2C(=O)NC3(CCCC3)C2=O)CC1	-1	-6	2%	-7%	1	-1%	7%	-2%	0.6
c1ccc(-c2ncc(CSc3nncn3-c3ccccc3)s2)cc1	6	?	2%	-17%	0	-20%	-25%	9%	0.1
CNC(=O)COC(=O)c1cc(-c2ccco2)nc2ccccc12	-2	8	13%	24µM*	-87*	2%	79µM*	0%	-1.8
COc1ccc(CNC(=O)c2cc(-c3ccco3)on2)cc1	-12	4	0%	-3%	/	0%	0%	-3%	0.3
Cc1ccccc1S(=O)(=O)Cc1ccc(C(=O)NCc2ccc(F)cc2)o1	1	8	0%	-7%	-3	-7%	-5%	2%	-1.3
CCCCCC(=O)Nc1ccc2oc(-c3cncc(Br)c3)nc2c1	-7	-17	7%	-10%	/	1%	3%	-8%	-2.6
CCn1c(CC(=O)Nc2ccccc2)nnc1SCC(=O)N1CCOCC1	5	14	4%	0%	-4	-12%	0%	-5%	-0.8
N#CC1C=Cc2ccccc2N1C(=O)c1ccccc1 (stereo not given)	0	7	-25%	?	2	-15%	2%	14%	0.4
O=c1oc(=S)oc2c1[C@H](c1ccc(Cl)cc1)O[C@H](C1CCCC1)C2	-7	-9	?	3%	-3	3%	3%	7%	-0.8
OC(COc1ccc(F)cc1Cl)CN1CCC(Cc2ccccc2)CC1 (stereo not given)	-20	-79*	?	-4%	9	?	3%	2%	3.7
Nn1cc(-c2ccccc2)nc1SCC(=O)Nc1ccc(S(N)(=O)=O)cc1	-22	-6	12%	-18%	-6	-2%	-2%	-5%	-1.7
COC(=O)[C@H](C)N(Cc1ccc(Cl)c(Cl)c1)S(=O)(=O)CCNC1CCCC1	0	-4	13µM*	-1%	11	-2%	-12%	-4%	-0.8
O=C(Nc1nnc(Cc2ccccc2)s1)c1ccccc1	2	-3	32%[activator]	-2%	3	0%	-5%[57.1 µM]	4%	-2.2
CC(C)CCNC(=O)NC(=O)COc1c(F)c(F)cc(F)c1F	-14	35	-8%	-7%	1	-4%	-17%	-3%	1.4
CCCOc1ccc(N2CC(C(=O)NC(C)C)CC2=O)cc1 (stereo not given)	4	-28	3%	-19%	-5	-21%	-6%	-9%	-0.7
O=C(Nc1ccc2c(c1)OCO2)N1CCN(C/C=C/c2ccccc2)CC1	3	?	-4%	-2%	/	0%	-3%	14%	-1.5
O=C(Nc1cc(F)ccc1F)N1CCN(c2ccnc3cc(Cl)ccc23)CC1	1	8	-36%	-2%	3	-6%	-3%	0%	-3.7
CCOC(=O)c1ccc(CNC(=O)C2CCCCC2C(=O)OCC(F)(F)F)o1 (stereo not given)	-5	0	4%	-18%	5	3%	9%	0%	0.3
C[C@@H]1CN([C@@H](C)CO)C(=O)CCCn2nncc2CO[C@@H]1CN(C)S(=O)(=O)c1ccc(F)cc1	8	7	4%	-3%	8	-1%	2%	-1%	0.8
O=C(Nc1nnc(-c2ccco2)o1)c1ccc(S(=O)(=O)N2CCCC2)cc1	8	6	2%	0%	-5	-3%	-5%	-6%	0.0
O=C(O)c1ccc(CNCc2ccc(F)cc2)cc1	1	-11	21%	-4%	1	11%	-18%	0%	-1.9
COc1ccc(-n2c(SCC(=O)NCc3ccco3)nc3c([nH]c4ccccc43)c2=O)cc1	-6&3	-26	4%&6%	-10%	1	-13%&6%	-7%	3%&-6%	1.3
COc1cccc(N2CCN(c3ccc(S(=O)(=O)N4CCN(C)CC4)cc3[N+](=O)[O-])CC2)c1	-3	-27	?	4%	1	-3%	-10%	0%	1.1
Cc1cc(N2CCN(C)CC2)nc2ccc(NC(=S)NC3CC3)cc12	4	4	-8%	-4%	-1	14%	-5%	13%	2.0
COC(=O)[C@]12CCCCC=C1N(Cc1ccc3c(c1)OCO3)C(=O)[C@H](CC(=O)NCCCN1CCCC1=O)C2	-7	25	15%	-6%	-4	-3%	-3%	/	1.4
O=C(c1cc2ccccc2oc1=O)N(Cc1ccccc1)Cc1ccc2c(c1)OCO2	4	8	?	-2%	/	-18%	-7%	5%	-1.1
CC(=O)NC1=NN(C(C)=O)C(C)(c2ccc(Cl)s2)S1 (stereo not given)	2	20	?	-1%	0	-25%	2%	-11%	-0.8
O=C(c1ccco1)N1CCN(C(=O)C2CCN(S(=O)(=O)c3cccs3)CC2)CC1	-12	20	0%	-13%	/	16%	-12%	7%	1.1
CCc1nc(SCC(=O)Nc2ccccc2)c2c(=O)n(C)c(=O)n(C)c2n1	3	11	28%	-5%	-6	11%	-16%	0%	0.5
